Bioassay records: PubChem, National Center for Advancing Translational Sciences (NCATS)
Menin-MLL TR inh: inhibitors of human menin-MLL interaction, mutant MLL peptide; hit rate 0.23% among 270,000; Potency, µM (doses to about 61.6 µM), for the others: at the top dose FP activity change, negative = inhibition, most hits filed as inhibitors; AID 1768; Menin + Texas Red MLL mutant peptide, fluorescence polarization; O00255; active = well fitted inhibition curve with a large enough effect in the polarisation, with a control signal flat, not every such curve was filed as active; inconclusive = small, poorly fitted or top-dose-only effect, or effect the other way, or a change in a side signal; inactive = no such curve, though single readings can be large or run the other way; the % refers to the polarisation; note: potency is the fitted concentration of half-maximal effect; % of control where 0% means no effect; many of its hits are not listed in these tables
NPC1 prom act: NPC1 promoter activation; hit rate 2.4% among 320,000; Potency, µM (titrated, usually from 9.22 µM), for inactives: top-dose activation, actives largely listed as activators; Huh7 NPC1 promoter luciferase reporter, 24 h;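 note: potency is the fitted concentration of half-maximal effect; % of control where 0% means no effect; nearly all actives have a fitted effect of over 60% in size; reporter is driven by a mutant NPC1 promoter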
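Cells: Huh7 expressing luciferase under the NPC1 promoter, 1500/well. Seeded 2 h, compound added, incubated 24 h at 37 °C. Luciferase reagent, 10 min ambient, then luminescence.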
FLuc modulator: inhibits or activates purified firefly luciferase, miR-21 counter-screen; Potency, µM (highest dose often 57.5 µM), for the others: at the highest dose activity change, negative = inhibition, actives largely listed as inhibitors; P08659; purified FLuc, Km substrates, luminescence inhibition; hit rate 6.9% among 360,000;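 note: potency is the fitted concentration of half-maximal effect; plate controls were vehicle for no effect and reference inhibitor for full effect; nearly all actives have a fitted effect of over 55% in size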
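Purified P. pyralis luciferase, 10 nM final, with Km-level 10 uM D-luciferin and 10 uM ATP in 50 mM Tris acetate pH 7.5, 10 mM Mg acetate, 0.01% Tween-20, 0.05% BSA; 6-point qHTS titration about 60 µM downward; luminescence read.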
RORg inh: inhibitors of mouse ROR gamma transcriptional activity; Drosophila S2 Gal4-RORgamma UAS-luciferase reporter, 20 h; AID 2551; P51450; hit rate 5.4% among 310,000; Potency, µM (titrated, usually from 53.6 µM), without a hit: at the highest dose activity change, negative = inhibition, usual class: inhibitors; note: potency is the fitted concentration of half-maximal effect; % is set by controls: 0 for no effect and ±100 for the full control effect; nearly all actives have a fitted effect of over 60% in size
Target sequence (P51450 whole entry, looked up, the tested form may be a part): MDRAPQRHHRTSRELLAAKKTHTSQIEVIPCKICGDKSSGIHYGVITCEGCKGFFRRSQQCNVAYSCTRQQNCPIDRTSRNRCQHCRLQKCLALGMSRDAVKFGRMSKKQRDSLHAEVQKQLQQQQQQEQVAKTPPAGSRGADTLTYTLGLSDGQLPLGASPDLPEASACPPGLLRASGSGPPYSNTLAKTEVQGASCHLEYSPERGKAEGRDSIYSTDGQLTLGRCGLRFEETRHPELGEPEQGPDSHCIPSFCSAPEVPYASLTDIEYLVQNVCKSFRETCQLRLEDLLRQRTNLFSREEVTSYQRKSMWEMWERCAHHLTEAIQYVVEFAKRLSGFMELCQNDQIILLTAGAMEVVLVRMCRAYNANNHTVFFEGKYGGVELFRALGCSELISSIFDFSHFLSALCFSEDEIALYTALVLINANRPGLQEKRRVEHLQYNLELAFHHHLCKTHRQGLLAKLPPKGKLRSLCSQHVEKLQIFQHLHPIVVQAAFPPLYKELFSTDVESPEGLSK
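A Gal4/UAS one-hybrid system in insect cells: metallothionein-promoter Gal4–ROR gamma fusion plus Photinus luciferase reporter. Copper sulfate 700 uM final, 20 hr ambient incubation, luminescent detection after 10 min with reagent.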
Rab9 prom act: Rab9 promoter activation; Potency, µM (doses to about 9.22 µM), for the others: at the highest dose activation, negative = inhibition, most hits filed as activators; Huh7 Rab9 promoter-luciferase reporter, luminescence, 24 h; hit rate 2.8% among 320,000; note: potency is the fitted concentration of half-maximal effect; % of control where 0% means no effect; nearly all actives have a fitted effect of over 60% in size
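Cells were plated at 1500 per well in reduced-serum medium with 10% FBS and left 2 h. Compound in DMSO was then added for 24 h at 37 °C. Reporter signal was read by luminescence after 10 min with luciferase detection reagent.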
MBNL1-CUG inh: inhibitors of human MBNL1 binding to CUG repeat RNA. Q9NR56. TR-FRET MBNL1-His/biotin-(CUG)12 binding, 665/545 ratio. Potency, µM (top dose mostly 57.5 µM), for inactives: at the top dose activity change, negative = inhibition, usual class: inhibitors. hit rate 0.036% among 280,000; active = well fitted inhibition curve with a large enough effect in the signal ratio, with a control signal flat, not every such curve was filed as active; inconclusive = small, poorly fitted or top-dose-only effect, or effect the other way, or a change in a side signal; inactive = no such curve, though single readings can be large or run the other way; the % refers to the signal ratio; note: potency is the fitted concentration of half-maximal effect; % is set by controls: 0 for no effect and ±100 for the full control effect
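Inhibition of protein-RNA binding appears as loss of TR-FRET between terbium anti-His antibody on MBNL1-His and streptavidin-XL665 on biotin-(CUG)12. Activity is normalized to buffer-only and uninhibited-complex controls.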
KCNH2 3.1 inh: blocks the human KCNH2 3.1 channel isoform; U2OS KCNH2 3.1, thallium flux FluxOr; stronger effect = lower value; activity change, % (tested at about 1.8 µM); hit rate 0.95% among 340,000; AID 720553;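 active = maximum activity change below -70%; inconclusive = maximum activity change from -70% to -50%; inactive = maximum activity change above -50%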;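 note: thallium influx rate constant from kinetic fluorescence after stimulation buffer; % is set by controls: 0 for no effect and ±100 for the full control effect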
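Normalized rate constant (relative to positive and negative DMSO controls) derived from a 2 min kinetic fluorescence read after stimulation; U2OS cells expressing the 3.1 isoform via virus at 1.77 x 10^8 /mL.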
PKM2 activator: increases activity of human pyruvate kinase M2; AID 1631; purified PKM2, Kinase-Glo ATP luminescence, activation; response scale: 0% is enzyme alone, no compound; P14618; hit rate 0.34% among 260,000; Potency, µM (doses to about 57.5 µM), without a hit: at the highest dose activation, actives largely listed as activators; note: potency is the fitted concentration of half-maximal effect; % is set by controls: 0 for no effect and ±100 for the full control effect; nearly all actives have a fitted effect of over 55% in size
Target sequence (P14618 whole entry, looked up): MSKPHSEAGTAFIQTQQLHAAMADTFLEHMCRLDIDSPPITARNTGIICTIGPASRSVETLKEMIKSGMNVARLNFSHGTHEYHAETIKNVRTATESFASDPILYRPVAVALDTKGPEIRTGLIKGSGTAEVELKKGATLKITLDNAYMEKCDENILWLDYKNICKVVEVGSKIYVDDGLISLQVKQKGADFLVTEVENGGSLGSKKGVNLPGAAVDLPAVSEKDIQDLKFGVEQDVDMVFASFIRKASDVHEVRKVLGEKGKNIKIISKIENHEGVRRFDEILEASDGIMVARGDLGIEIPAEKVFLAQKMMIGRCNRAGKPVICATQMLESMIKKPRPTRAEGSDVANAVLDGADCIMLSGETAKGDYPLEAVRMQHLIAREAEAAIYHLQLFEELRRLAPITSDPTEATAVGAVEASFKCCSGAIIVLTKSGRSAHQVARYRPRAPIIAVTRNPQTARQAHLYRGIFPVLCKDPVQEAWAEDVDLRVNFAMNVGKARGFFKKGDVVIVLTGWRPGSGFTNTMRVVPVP
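ATP formation by purified human PK-M2, quantified via coupled luciferase luminescence after 1 h at room temperature with 0.1 mM ADP and 0.5 mM PEP final.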
VP16 counter: Gal4-VP16 reporter inhibition counter-screen; Drosophila S2 Gal4-VP16 UAS-luciferase, luminescence, 20 h; Potency, µM (highest dose often 53.6 µM), for inactives: at the highest dose activity, negative = inhibition, usual class: inhibitors; hit rate 3.5% among 310,000; AID 2546;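 note: Gal4-VP16 expression switched on by copper sulfate through the metallothionein promoter; potency is the fitted concentration of half-maximal effect; % is set by controls: 0 for no effect and ±100 for the full control effect; nearly all actives have a fitted effect of over 50% in size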
ELG1 repair inh: ELG1-dependent DNA repair inhibition; hit rate 2.3% among 330,000; HEK293T ELG1-luciferase reporter, luminescence, 16 h; DNA damage induced by 5-fluorouridine; Potency, µM (titrated, usually from 46.1 µM), inactives show at the highest dose activity change, negative = inhibition, most hits filed as inhibitors; note: potency is the fitted concentration of half-maximal effect; % is set by controls: 0 for no effect and ±100 for the full control effect; nearly all actives have a fitted effect of over 55% in size
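Cells (2,000 per well) received 5-fluorouridine plus test compound or DMSO and were incubated 16 hr at 37 °C, 5% CO2. Luciferase activity was read by luminescence 30 min after ONE-Glo addition; signal suppression marked inhibition of damage-induced ELG1 function.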
Mito fusion act: blocks mitochondrial division or promotes mitochondrial fusion; Potency, µM (top dose mostly 46.1 µM), without a hit: top-dose growth rescue (activation), most hits filed as activators; S. cerevisiae fusion-defective mutant growth rescue, CellTiterGlo 48 h; hit rate 0.23% among 320,000;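 note: potency is the fitted concentration of half-maximal effect; % of control where 0% means no effect; nearly all actives have a fitted effect of over 45% in size; temperature-sensitive fusion mutants such as fzo1-1 at 37 °C on non-fermentable ethanol glycerol medium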
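Luminescent cell viability in 1536-well qHTS format served as the measure of rescued growth in ts fusion-mutant S. cerevisiae cultured on non-fermentable YPEG for 48 hours at 37C.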
The depositor's hits bear a star; ? = inconclusive; nt = not tested or not shown; & = joins results of further samples; [ ] = another dose, or the depositor's remark. Unless noted, calls come from the whole dose curve; as a rule, active = well fitted curve in the direction sought with a large enough effect; inconclusive = small, poorly fitted or top-dose-only effect, or another doubt; inactive = no such curve, though single readings can be large; an effect the other way counts as inactive or inconclusive. Some of the compounds tested, so the mix of outcomes need not match the whole.

SMILES	Menin-MLL TR inh	NPC1 prom act	FLuc modulator	RORg inh	Rab9 prom act	MBNL1-CUG inh	KCNH2 3.1 inh	PKM2 activator	VP16 counter	ELG1 repair inh	Mito fusion act
O=C(N/N=C/c1ccccc1F)NC1CCCCC1	-5%	?	24µM*	30%	2.8µM*	9%	4	0%	-4%	?	13%
COc1ccc(C(=O)c2c(C)oc3ccc(O)c(CN4CCOCC4)c23)cc1	-1%	2%	1%	-7%	-3%	11%	-8	13%	-5%	?	0%
CCCn1c2c(c(O)c(C(=O)Nc3ccc(OCC)cc3)c1=O)CCCC2	4%	-1%	4%	9%	0%	1%	8	-1%	-2%	20%	-1%
CCOc1ccccc1NS(=O)(=O)c1cn(C)c(=O)n(C)c1=O	nt	-1%	0%	18%	12%	0%	4	-3%	-6%	21%	0%
CS(=O)(=O)N(CC(=O)NC1CCCC1)Cc1ccc(Cl)cc1	1%	4%	-4%	-6%	-11%	14%	9	-4%	-3%	6%	0%
Cc1c(C)n(CC(O)CNCCO)c2ccccc12 (stereo unspecified)	-1%	-6%	0%	4%	-5%	0%	-30	-4%	3%	-2%	-10%
Cc1nn(C)cc1C(C(=O)NC1CCCCC1)N(C(=O)Cc1cccs1)c1ccc(C(C)C)cc1 (stereo unspecified)	nt	0%	5%	23%	0%	-11%	14	0%	-4%	-2%	-2%
COC(=O)C1=NN(C(C)=O)C2(CC(=O)N(c3cccc(C)c3)C2=O)C1 (stereo unspecified)	-18%	4%	2%	9%	8%	5%	5	0%	-6%	3%	3%
COc1cccc2cc(C(C)N(CCCN3CCOCC3)C(=S)Nc3cccc(C)c3C)oc12 (stereo unspecified)	1%	-3%	-3%	11µM*	-7%	-8%	13	-8%	-8%[10 µM]	-3%	19%
O=C1NCCCC2c3c(cc(Br)c(O)c3Br)OC12N1CCOCC1 (stereo unspecified)	-6%	7%	-2%	21%	5%	?	2	-5%	1%	?	-6%
Cc1ccc(NC(=O)/C(=C/c2cccs2)NC(=O)c2ccco2)cc1	-2%	-1%	-1%	-7%	13%	11%	-42	-3%	-8%	16%	0%
O=C(NC1CCCCCC1)c1c(O)c2ccccc2[nH]c1=O	21%	1µM*	2.7µM*	-19%	?	-5%	-16	5%	-20%	?	-6%
CCn1c(SCC(=O)N2CCC(C)CC2)nnc1-c1ccc(S(=O)(=O)N2CCN(C)CC2)cc1	-1%	2%	2%	2%	-2%	-1%	-7	2%	1%	-2%	-3%
COc1ccc(NC(=S)Nn2cnnc2)cc1OC	-2%	-2%	-5%	-20%	6%	0%	9	-1%	-12%	7%	-1%
Cc1ccc(C(=O)Nc2ccc3[nH]c(=O)[nH]c3c2)c(C)c1	12%	16%	?	-22%	?	0%	12	-1%	3%	?	-4%
Cc1ccc(CN2CCN(C3CCC3)CC2CCO)cc1 (stereo unspecified)	-1%	-1%	5%	1%[1.91 µM]	-4%	-3%	13	0%	-1%	-6%	4%
CCN(CC1COc2ccccc2O1)C(=S)NC1CC2CCC1C2 (stereo unspecified)	16%	-4%	5%	8.9µM*	0%	3%	10	-1%	?	?	11%
COc1cccc(CNC(=O)c2ccc(CS(=O)c3ccccc3)o2)c1 (stereo unspecified)	7%	0%	1%&-5%	13%	-2%	-3%	0	nt	-6%	-2%	-2%
COc1ccc(Oc2nc(SC)nc3ccccc23)cc1	-2%	-6%	4%	-28%	-1%	5%	3	0%	1%	-11%	0%
CCOc1ccc(-c2nnc(-c3cccnc3)o2)cc1OCC	-15%	8%	2%	-4%	2%	-2%	-5	-2%	-1%	-13%	0%
CCC(C)NC(=S)Nc1ccc2nc(N3CCOCC3)cc(C)c2c1 (stereo unspecified)	12%	-1%	0%	10µM*	-1%	-3%	-3	nt	?	-28%	-25%
CCOC(=O)c1c(C)[nH]c(C)c1S(=O)(=O)NCC1CCN(Cc2ccccc2F)CC1	nt	-1%	3%	-21%	-4%	?	9	nt	0%	5%	1%
COc1cc2[nH]c(=S)nc(Nc3ccc(NC(C)=O)cc3)c2cc1OC	-22%	-6%	2%	-12%	-3%	?	-1	7%	-1%	-1%	-1%
Cc1ccc(C)c(S(=O)(=O)Nc2ccc(C(N)=O)cc2)c1	7%	-4%	6%	15%	-3%	0%	-15	14%	6%	1%	6%
Cc1ccc(C(=O)N2CCOCC2)cc1[N+](=O)[O-]	-2%	-1%	2%	1%	1%	13%	11	3%	1%	-2%	-3%
CCOC(=O)c1c(NC(=O)c2cnn3c2NC(c2cccc(OC)c2)CC3C(F)(F)F)sc2c1CCCC2 (stereo unspecified)	15%	-1%	-3%	-16%	0%	?	-2	-19%	4%	0%	5%
COc1ccc(C(CNC(=O)c2cc(C)oc2C)N2CCOCC2)cc1 (stereo unspecified)	5%	-1%	-6%	-32%	-1%	7%	1	3%	14%	5%	2%
O=C(Nc1cccc(C(=O)N2CCOCC2)c1)c1ccc([N+](=O)[O-])cc1	nt	3%	-3%	8%	0%	-6%	0	7%	-2%	-1%	1%
O=C(N/N=C/c1c[nH]c2ccccc12)c1ccn[nH]1	20%	7%	21µM*	42%	?	nt	5	-10%	-7%	?	-2%
O=c1c(CN2CCN(c3cccc(Cl)c3)CC2)coc2c(Cl)cc(Cl)cc12	-1%	0%	-2%	-2%	-1%	-2%	3	-4%	-4%	-5%	1%
O=C(O)C1C(=O)NCC1c1ccccc1 (stereo unspecified)	10%	-7%	-1%	1%	2%	-1%	-4	0%	1%	4%	4%
O=C(CCN1CCN(S(=O)(=O)c2ccc(F)cc2)CC1)Nc1ccccc1F	nt	-3%	1%	-9%	-1%	-6%	1	nt	1%	-2%	5%
CCN(CC(=O)Nc1ccc(S(=O)(=O)N2CCOCC2)cc1)Cc1ccccc1	nt	8%	-6%	nt	13%	nt	-32	nt	nt	-1%	1%
CCSC(SCC)[C@H](O)[C@@H](O)[C@H](O)[C@H](O)CO	2%	-2%	-1%	2%	-4%	-4%	-4	-2%	2%	-2%	-7%
Cc1ccc(-c2[nH]ncc2C(=O)c2cccc(F)c2)c(O)c1	26%	0%	-6%	8%	0%[1.84 µM]	9%	-3	nt	-7%	?	-8%
CCCc1cc(=O)[nH]c(SCc2cc(C(=O)OC)c(C)o2)n1	0%	1%	-1%	0%	-2%	-3%	-1	-1%	3%	9%	7%
CC(NC1CCN(Cc2ccccc2)CC1)c1ccc(F)cc1 (stereo unspecified)	-23%	0%	0%	-38%	6%	-10%	-9	9%	1%	4%	8%
O=C(Nn1c(-c2ccncc2)nc2ccccc2c1=O)c1ccccc1Br	5%	-2%	0%	13%	2%	-7%	4	4%	1%	-15%	0%
CN1C(=O)N2CN(C3CCCCC3)CN3C(=O)N(C)C1C23 (stereo unspecified)	6%	0%	7%	-3%	6%	9%	4	-3%	11%	0%	1%
Cn1c(Cn2c(=O)sc3ccccc32)nnc1SCC(=O)N1CCOCC1	8%	1%	3%	3%	2%	-7%	-7	-15%	3%	9%	1%
C=CCn1c(SCCC(=O)O)nc2c1c(=O)n(C)c(=O)n2C	1%	2%	5%	-9%	-10%	3%	14	-2%	-12%	3%	-1%
CCOC(=O)c1c(-c2cccs2)csc1NC(=O)CN1CCOCC1	-20%	-5%	-7%	-19%[0.365 µM]	-8%	5%	4	0%	nt	?	4%
Nc1ncnc2c1C1(CCCCC1)Cc1ccccc1-2	0%	0%	1%	1%	-3%	nt	10	1%	-9%	10µM*	2%
CCOC(=O)c1ccc(S(=O)(=O)N2CCN(CC(O)COc3cccc(C(C)=O)c3)CC2)cc1 (stereo unspecified)	-11%	0%	-2%	13%	-2%	-6%	17	nt	4%	13%	-7%
O=C(CCN1CCC(c2ccc(Cl)s2)=N1)c1ccc(Cl)s1	nt	-1%	1%	-3%	-2%	4%	-32	1%	-1%	-7%	0%
O=C(Nc1cccnc1)c1ccc2snnc2c1	-3%	13%	-5%	21%	16%	1%	-125*	-4%	15%	1%	0%
